Mtb UGM inh = M. tuberculosis UGM enzyme inhibitors, primary screen, biochemical, fluorescence polarization, single point | purified UGM, fluorescence polarization probe displacement | inhibition, % at 10 µM | 320,000 tested, 0.06% active | AID 504406, 2011; in the data active = inhibition above about 10%, passing the limit was not always enough; inconclusive = no clear call, values can overlap the other calls
BioA inh = M. tuberculosis BioA enzyme inhibitors, primary screen, biochemical, plate reader, single point, HTS | 7,8-diaminopelargonic acid synthase BioA (Mycobacterium tuberculosis) | purified M. tuberculosis BioA enzyme | inhibition, % at 9.99 µM | 360,000 tested, 0.096% active | AID 602481, 2012; in the data active = inhibition above about 40%; inconclusive = no clear call, values can overlap the other calls
GDH-TPI inh = GDH-TPI coupling enzyme inhibitors, primary screen, artefact control for M. tuberculosis FBA inhibitor project, biochemical, absorbance, full deck | GDH-TPI coupled enzyme counterscreen, NADH absorbance | inhibition, % at 4.8 µM | 360,000 tested, 1.2% active; in the data active = inhibition above about 30%;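 note: 0% = DMSO wells and 100% = wells lacking the enzyme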
PfHsp40 rescue = rescue of yeast from PfHsp40 toxicity, primary screen, S. cerevisiae, ATP luminescence. S. cerevisiae expressing PfHsp40, growth rescue. growth rescue, % at 12.5 µM. 340,000 tested, 0.68% active; in the data active = growth rescue above about 28%, passing the limit was not always enough; inconclusive = no clear call, values can overlap the other calls;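 note: yeast W303a lacking pdr1 and pdr3 grown in galactose medium; growth measured after three days at 30 °C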
BoNT A protease = BoNT/A light chain protease inhibitors, primary screen, biochemical, flow cytometry, MLPCN library. Botulinum neurotoxin type A light chain protease (Clostridium botulinum A str. ATCC 3502). multiplex microsphere protease substrate cleavage. inhibition, % at 10 µM. 360,000 tested, 0.17% active; note: plate controls were buffer without enzyme for full effect and enzyme alone for no effect
BoNT F protease = BoNT/F light chain protease inhibitors, primary screen, biochemical, flow cytometry, MLPCN library; Multiplex microsphere protease cleavage assay; inhibition, % at 10 µM; 360,000 tested, 0.22% active; in the data active = inhibition above about 35%, passing the limit was not always enough; inconclusive = no clear call, values can overlap the other calls; note: plate controls were buffer without enzyme for full effect and enzyme alone for no effect
Anthrax LF inh2 = Bacillus anthracis LF protease inhibitors, primary screen, biochemical, multiplex microsphere, MLPCN library. Lethal factor (Bacillus anthracis), P15917. multiplex microsphere protease cleavage assay. inhibition, % at 10 µM. 360,000 tested, 0.12% active; note: plate controls were buffer without enzyme for full effect and enzyme alone for no effect
Target sequence (P15917 whole entry, looked up): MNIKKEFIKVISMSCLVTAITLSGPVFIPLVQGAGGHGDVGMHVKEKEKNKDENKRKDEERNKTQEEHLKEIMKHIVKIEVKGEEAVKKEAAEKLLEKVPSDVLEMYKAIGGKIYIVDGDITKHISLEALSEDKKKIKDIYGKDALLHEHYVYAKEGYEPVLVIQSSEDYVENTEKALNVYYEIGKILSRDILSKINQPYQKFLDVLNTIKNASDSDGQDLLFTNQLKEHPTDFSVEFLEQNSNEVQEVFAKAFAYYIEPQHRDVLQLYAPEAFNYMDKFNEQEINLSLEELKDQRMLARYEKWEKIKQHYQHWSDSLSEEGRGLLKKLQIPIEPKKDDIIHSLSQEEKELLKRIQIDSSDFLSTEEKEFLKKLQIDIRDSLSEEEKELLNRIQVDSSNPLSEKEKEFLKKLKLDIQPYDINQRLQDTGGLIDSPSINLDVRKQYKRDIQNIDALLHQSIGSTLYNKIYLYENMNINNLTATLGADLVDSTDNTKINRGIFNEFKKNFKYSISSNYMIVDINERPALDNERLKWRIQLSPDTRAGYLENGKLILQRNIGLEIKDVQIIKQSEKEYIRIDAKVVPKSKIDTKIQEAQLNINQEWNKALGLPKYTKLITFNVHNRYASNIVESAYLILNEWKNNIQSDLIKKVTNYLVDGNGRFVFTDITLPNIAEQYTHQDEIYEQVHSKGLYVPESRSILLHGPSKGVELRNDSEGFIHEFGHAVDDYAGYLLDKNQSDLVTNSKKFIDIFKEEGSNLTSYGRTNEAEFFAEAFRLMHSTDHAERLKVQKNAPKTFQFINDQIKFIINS
Mtb FBA inh = Mtb FBA enzyme inhibitors, primary screen, biochemical, fluorescence, strain H37Rv. Fructose-bisphosphate aldolase (Mycobacterium tuberculosis (strain ATCC 25618 / H37Rv)), …. purified M. tuberculosis FBA, fluorescence read-out. 360,000 tested, 2.3% active. inhibition, % at 1 µM. AID 588726, 2011; in the data active = inhibition above about 27%;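 note: 0% = vehicle and 100% = reference inhibitor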
FadD28 FP inh = inhibitors of FadD28 bisubstrate probe binding, primary screen, biochemical, fluorescence polarization, single point; Mycobacterium tuberculosis FadD28 fatty-acid-AMP ligase; inhibition, % at 12.5 µM; 360,000 tested, 0.22% active; AID 588549, 2011; in the data active = inhibition above about 8.5%, passing the limit was not always enough; inconclusive = no clear call, values can overlap the other calls
An asterisk follows results filed as active; ? = inconclusive; . = not tested or not shown. Cut-off read from the data, not from the text of the source, unless noted: active = inhibition above about 30%; inconclusive = no clear call, values can overlap the other calls; inactive = below that.

no. | smiles | Mtb UGM inh | BioA inh | GDH-TPI inh | PfHsp40 rescue | BoNT A protease
1 | O=CN1CCN(C(=O)c2ccc(Br)o2)CC1 | 1.5 | -0.5 | -1 | -0.8 | -0.3
2 | CCOC(=O)C1CCCN(Cc2ccc(OC)c(OCc3ccccc3)c2)C1 (stereo unspecified) | -0.4 | 0.5 | -9 | 0.2 | 3.7
3 | Cc1ccc2c(=O)cc(C(F)F)oc2c1 | . | -3.7 | 5 | -0.3 | -0.4
4 | O=S(=O)(NCCC1=CCCCC1)c1ccc(Br)cc1 | 0.9 | 0.7 | -14 | 5.6 | 0.1
5 | COCC(=O)N1CCC(Oc2ccc(C(=O)N3CCCCCCC3)cc2)CC1 | -2.7 | -0.8 | -2 | 0.4 | 3.0
6 | COC(=O)c1ccc(Cc2ccc(C(=O)OC)o2)o1 | -2.7 | -0.7 | 2 | -0.7 | -0.2
7 | CCC1C2CN(C(C)=O)CC=C2C(C#N)=C(N)C1(C#N)C#N (stereo unspecified) | 3.1 | . | 6 | -0.7 | 0.6
8 | CCOC1=C2CN(S(=O)(=O)c3ccc(C)cc3)[C@@H](c3cccc4ccccc34)C[C@H]2[C@H]2C(=O)N(c3ccccc3)C(=O)[C@H]2C1 | . | -4.1 | . | . | -0.3
9 | CCC1(CC)N([O-])C(C)=C(c2ccccc2)[N+]1=O | 0.7 | -1.7 | -5 | -0.5 | -0.6
10 | COc1ncnc2c1N[C@@](C)(O)c1c(F)c(F)c(F)c(F)c1S2 | 1.5 | 0.3 | -2 | -0.7 | 0.1
11 | COc1ccc(NS(=O)(=O)c2ccc(C)c(C(=O)NCc3ccccc3CN3CCCC3)c2)cc1 | . | -0.3 | -5 | . | -0.5
12 | CC1CCN(C(=O)Cn2nc(C(F)(F)F)c3c2CCCC3)CC1 | 1.8 | -1.5 | 11 | 0.3 | -0.9
13 | COCCNC(=O)C1(C)CCCN(CCSc2ccccc2)C1 (stereo unspecified) | . | 0.8 | 2 | . | -0.2
14 | CCc1nccn1S(=O)(=O)c1cc(C)c(OC)cc1C | -1.2 | -0.3 | -5 | 0.1 | -0.9
15 | CN1C(C(=O)Nc2ccccn2)=C(O)c2sc(Cl)cc2S1(=O)=O | 1.0 | -0.1 | 2 | -1.2 | 0.1

no. | BoNT F protease | Anthrax LF inh2 | Mtb FBA inh | FadD28 FP inh
1 | 8 | -4 | 0 | -1.3
2 | -29 | 14 | 1 | 0.6
3 | -20 | -3 | 2 | -4.0
4 | 4 | 4 | 3 | -6.0
5 | 5 | 0 | -1 | -0.3
6 | 2 | -2 | 2 | -1.3
7 | -5 | -4 | 6 | -2.5
8 | 5 | -8 | 1 | -0.2
9 | -8 | -2 | 2 | -0.5
10 | -5 | -2 | -4 | -4.4
11 | 0 | 2 | -2 | -1.9
12 | 4 | 7 | 1 | -1.5
13 | -2 | 0 | -1 | 0.0
14 | -6 | -2 | 3 | -1.8
15 | -6 | -10 | -4 | -2.0

Additional records follow:
no. | smiles | Mtb UGM inh | BioA inh | GDH-TPI inh | PfHsp40 rescue | BoNT A protease
16 | Cn1c(NC(=O)c2ccc(F)cc2)c(-c2ccccn2)c(=O)c2ccccc21 | 3.6 | -1.5 | 9 | . | -0.1
17 | CCOc1ccc(-c2[nH]nc3c2C(c2ccc(O)cc2)C(C#N)=C(N)O3)cc1 (stereo unspecified) | 1.1 | . | -2 | 0.4 | -0.7
18 | O=C(NCCOc1ccccc1)C1CCCN1C(=O)c1cccs1 (stereo unspecified) | -1.8 | -0.4 | -2 | 0.3 | 0.9
19 | Cc1cc(C(F)(F)F)nc(NCc2cccnc2)n1 | 0.1 | 0.2 | 9 | -1.2 | 1.2
20 | Cc1ccc(-c2nnc(Nc3ccc(CC(N)=O)cc3)c3ccccc23)cc1S(N)(=O)=O | 0.3 | 8.5 | 19 | -3.9 | -1.6
21 | COC(=O)c1c(-c2cccnc2)csc1NC(=O)c1ccc2c(c1)OCO2 | -1.9 | -0.1 | 15 | -1.6 | -1.3
22 | COc1ccc(C(=O)OCC(=O)N2CC(=O)Nc3ccccc32)cc1Br | . | . | 14 | -1.1 | 4.7
23 | CCC1Oc2ccccc2N(CC(=O)NCC2CCCO2)C1=O (stereo unspecified) | 2.8 | -0.6 | 5 | -1.1 | 0.4
24 | CCOc1cc(C(=S)N2CCC(O)CC2)ccc1OS(=O)(=O)c1ccc(Br)cc1 | -1.9 | . | 6 | 0.3 | 1.1
25 | C=CCOc1ccc(/C=C/C(=O)OCC(=O)NC(C)c2ccc(F)cc2)cc1 (stereo unspecified) | 2.3 | . | 9 | -0.5 | 1.7
26 | CCC(=O)NCCc1cc2ccc(C)cc2[nH]c1=O | -3.6 | -0.3 | 1 | 0.0 | 0.0
27 | CCCCC(CC)C(=O)NCc1ccc(F)cc1 (stereo unspecified) | -0.1 | -0.3 | -5 | -0.5 | -3.7
28 | CCOC(=O)c1cc2c(nc1C)-c1cc(Cl)cc(Cl)c1OC2O (stereo unspecified) | 0.0 | -1.8 | 10 | -1.0 | 0.2
29 | O=c1c2cc(-c3ccccc3)sc2ncn1/N=C/c1ccco1 | 3.1 | -0.2 | 27 | 0.1 | 0.1
30 | NC(Cc1ccc(Cl)cc1)c1csc(NC(=O)Nc2ccccc2)n1 (stereo unspecified) | . | -0.7 | 7 | . | -0.9

no. | BoNT F protease | Anthrax LF inh2 | Mtb FBA inh | FadD28 FP inh
16 | 4 | -10 | 0 | -0.2
17 | -12 | -8 | -4 | -4.6
18 | 10 | 6 | 1 | -2.5
19 | -3 | 2 | -7 | -2.5
20 | -6 | 18 | 4 | -4.2
21 | 11 | 0 | 1 | -0.4
22 | 6 | 2 | -2 | -0.6
23 | 5 | 1 | -1 | 0.2
24 | 4 | -2 | -1 | -5.4
25 | 4 | -4 | 2 | -1.0
26 | 2 | 0 | 2 | -1.4
27 | -20 | -2 | -1 | -5.8
28 | -2 | 0 | 3 | -1.5
29 | 3 | -2 | 0 | -3.4
30 | -31 | -10 | -3 | ?

(further entries)
no. | smiles | Mtb UGM inh | BioA inh | GDH-TPI inh | PfHsp40 rescue | BoNT A protease
31 | COC(=O)[C@@]12CCCCN1[C@H](c1ccc(-c3ccc(C(C)=O)cc3)c(OC)c1)[C@@H]1C(=O)N(C)C(=O)[C@@H]12 | -0.4 | 0.4 | 6 | 1.0 | -0.3
32 | CCN1C(=O)C2C(c3cccc(F)c3)NC(C)(C(=O)OC)C2C1=O (stereo unspecified) | 2.0 | -0.5 | 6 | -0.2 | -1.6
33 | COc1ccc(-c2nc3c(c(SCC(=O)Nc4cccc(O)c4)n2)Cc2c(CO)cnc(C)c2O3)cc1 | 4.2 | -1.2 | 10 | 0.5 | 5.9
34 | O=C(Nc1nc2ccccc2s1)c1ccccc1 | -2.7 | -3.7 | 2 | 0.0 | -0.7
35 | CC(=O)Nc1ccc(S(=O)(=O)NCCC(=O)OCCN2C(=O)c3ccccc3C2=O)cc1 | 4.7 | 6.5 | -4 | -1.5 | 0.6
36 | O=C(CN1C(=O)c2cccc3cccc1c23)Nc1ccc2c(c1)OCO2 | -0.2 | 1.7 | 3 | -0.2 | 1.0
37 | C/C(CCc1ccc2c(c1)OCO2)=N\N=C1\NC(=O)CC(C(=O)Nc2ccccc2)S1 (stereo unspecified) | 2.2 | 0.5 | 1 | 1.5 | -0.1
38 | CCOc1ccc(OCC)c(S(=O)(=O)n2cc(C)nc2CC)c1 | -2.7 | . | 1 | 2.6 | 0.8
39 | COc1ccc(CC(=O)Nc2cccc(C(C)=O)c2)cc1S(=O)(=O)N1CCOCC1 | 2.8 | 0.7 | -7 | -1.5 | -0.2
40 | CC(=O)N1CCOCC1c1cc(C(=O)Nc2ccccc2)no1 (stereo unspecified) | . | -0.9 | 11 | . | -0.7
41 | COc1ccc(C(=O)CSc2ncnc3nc[nH]c23)cc1 | 2.8 | -0.1 | 4 | -1.8 | 0.2
42 | COc1ccc(OC)c(NC(=O)c2cnc(Nc3ccccc3OC)c3ccccc23)c1 | 3.1 | . | 21 | 1.2 | 1.0
43 | CCOC(=O)c1c(NC(=O)CCS(=O)(=O)c2ccccc2)sc2c1CCN(C(C)C)C2 | -1.0 | 8.7 | 4 | -2.5 | 1.2
44 | CN1CCN(S(=O)(=O)c2ccc(-c3noc(C4CCN(S(C)(=O)=O)CC4)n3)cc2)CC1 | 1.2 | -1.7 | 8 | 0.3 | -0.4
45 | Fc1ccccc1N1CCN(CC2CC3C=CC2C3)CC1 (stereo unspecified) | -3.2 | -1.0 | -1 | -1.5 | 0.5

no. | BoNT F protease | Anthrax LF inh2 | Mtb FBA inh | FadD28 FP inh
31 | 1 | -8 | 0 | -2.8
32 | -10 | -12 | -2 | -1.3
33 | 4 | 1 | 1 | -13
34 | 0 | -4 | -1 | -3.9
35 | 6 | -1 | -1 | -1.9
36 | -8 | -4 | -1 | -0.9
37 | -3 | -3 | -1 | -0.7
38 | 4 | 1 | -3 | -1.6
39 | -5 | -11 | 0 | -1.5
40 | -7 | -2 | -4 | -1.1
41 | ? | 1 | -1 | 0.1
42 | -10 | -5 | 15 | -3.7
43 | -1 | 2 | 1 | -3.3
44 | 2 | -3 | -3 | 1.4
45 | 4 | -1 | 1 | -4.3

In a second layout: results already given.
#40 CC(=O)N1CCOCC1c1cc(C(=O)Nc2ccccc2)no1 (stereo unspecified)
#41 COc1ccc(C(=O)CSc2ncnc3nc[nH]c23)cc1
#42 COc1ccc(OC)c(NC(=O)c2cnc(Nc3ccccc3OC)c3ccccc23)c1
#43 CCOC(=O)c1c(NC(=O)CCS(=O)(=O)c2ccccc2)sc2c1CCN(C(C)C)C2

assay / compound	40	41	42	43
Mtb UGM inh	.	2.8	3.1	-1.0
BioA inh	-0.9	-0.1	.	8.7
GDH-TPI inh	11	4	21	4
PfHsp40 rescue	.	-1.8	1.2	-2.5
BoNT A protease	-0.7	0.2	1.0	1.2
BoNT F protease	-7	?	-10	-1
Anthrax LF inh2	-2	1	-5	2
Mtb FBA inh	-4	-1	15	1
FadD28 FP inh	-1.1	0.1	-3.7	-3.3

Additional structures
no. | smiles | Mtb UGM inh | BioA inh | GDH-TPI inh | PfHsp40 rescue | BoNT A protease
46 | Cc1ccc(-c2csc(C(C)(O)c3ccc(F)c(F)c3)n2)cc1C (stereo unspecified) | . | -1.8 | 1 | . | -0.3
47 | Cc1cccc(C)c1OCC(O)CNC(C)(C)C (stereo unspecified) | -2.2 | -1.5 | 4 | -0.3 | 1.2
48 | NCCc1c(Cc2ccccc2)[nH]c2ccccc12 | -1.2 | -1.8 | 13 | . | .
49 | COC(=O)Cc1ccc(NC(=S)Nc2ccccn2)cc1 | -0.2 | . | -1 | 0.7 | -0.6
50 | Cc1cc(C)n2nc(SCC(=O)Nc3ccccc3F)nc2n1 | 0.6 | 8.7 | 16 | -1.9 | 0.0
51 | COc1ccc(C)cc1C(=O)CCC(=O)NC1CCCCC1 | -0.7 | . | 14 | -1.3 | 0.6
52 | Cc1ccc(Cn2cc(/C=N/NC(=O)Cc3nnc(NC(=O)c4ccc(C)cc4)s3)c3ccccc32)cc1 | -0.4 | -0.3 | 3 | -0.3 | -1.1
53 | CCCc1nn(C)c(C(=O)Nc2ccc(C)c(C)c2)c1Cl | -0.8 | 0.2 | -2 | 2.0 | -0.8

no. | BoNT F protease | Anthrax LF inh2 | Mtb FBA inh | FadD28 FP inh
46 | 0 | -4 | -3 | -2.9
47 | 2 | -3 | 3 | -1.6
48 | . | . | 4 | -1.6
49 | -2 | -7 | 0 | -2.2
50 | 1 | -4 | -1 | 0.6
51 | 1 | -5 | 6 | -0.7
52 | 3 | -4 | -1 | -2.6
53 | -6 | -1 | 2 | -0.4
